Screens (PubChem)
CRFBP-R2 agonist: agonists of human CRF-binding protein/CRF-R2 receptor complex. 350,000 tested, 0.46% active. activation, % at 13.2 µM. HEK293 CRF-R2/CRF-BP, calcium dye fluorescence (FLIPR); percent of saturating CRF peptide response;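 active = activation of at least 50%, plus an integration ratio under a set limit after plate pattern correction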;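 also: plate controls were neutral control wells without compound for no effect and CRF at EC100 for full effect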
SUMO HTRF inh: blocks human SUMOylation mediated by UBC9; P63279; HTRF SUMOylation assay, SAE1/SAE2 + UBC9, in vitro; inhibition, % at 35 µM; 290,000 tested, 0.36% active; in the data active = inhibition above about 50%, passing the limit was not always enough; inconclusive = no clear call, values can overlap the other calls; also: strong numbers were not always called active
Target sequence (P63279 whole entry, looked up): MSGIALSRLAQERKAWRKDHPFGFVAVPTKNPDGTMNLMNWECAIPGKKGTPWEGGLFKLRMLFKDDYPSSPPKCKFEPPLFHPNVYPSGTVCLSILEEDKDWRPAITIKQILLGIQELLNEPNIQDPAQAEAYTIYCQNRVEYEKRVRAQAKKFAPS
CRFBP-R2 block: CRF-BP/CRF-R2 complex antagonism. HEK293 CRF-R2/CRF-BP, CRF-induced calcium fluorescence. inhibition, % at 11.8 µM. 350,000 tested, 0.59% active. AID 588475;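 active = inhibition of the ligand-induced calcium signal above about 50% at the single tested concentration, limit read from the data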
NS3 helicase inh: blocks Hepatitis C virus NS3 helicase unwinding; AID 1800; inhibition, % at 10.9 µM; NS3 helicase DNA unwinding, Cy5 molecular beacon fluorescence; 290,000 tested, 0.56% active;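 active = inhibition above the mean of all tested compounds plus 3 SD, set per campaign, cut at about 35% in these data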;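 also: 0% = DMSO wells and 100% = thioflavine S control wells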
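Material: hepatitis C virus NS3 helicase domain fragment enzyme; measured by: Cy5 fluorescence, 0 and 60 min reads; control set: DMSO and thioflavine S; incubation: 60 min unwinding reaction at 25 °C after ATP addition; read-out basis: % inhibition from 60/0 min fluorescence ratio, DMSO 0%, thioflavine S 100%; repeats: singlicate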
MEKK3 PB1 HTS: modulators (inhibitors or enhancers) of MEK5 binding to human MEKK3 PB1 domain | bead-based flow cytometry, Alexa488-MEK5 binding to MEKK3; actives lie on both sides; 0 = blocked by unlabeled MEK5, 100 = vehicle | 290,000 tested, 1.4% active | binding response (% of control), % at 10 µM;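 active = binding response more than 3 SD above or below the average of its plate-row segment, actives on both sides; inconclusive = wells at one plate position flagged as instrument error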;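 also: Alexa488 bead fluorescence after subtracting the streptavidin-only scavenger bead signal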
FID counter: counter-screen for HCV NS3 helicase inhibitors: DNA intercalator displacement | DNA fluorescent intercalator displacement, fluorescence | 290,000 tested, 0.17% active | inhibition, % at 7.9 µM | AID 1845; in the data active = inhibition above about 37%;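 also: 0% = vehicle and 100% = reference compound; higher means more ethidium bromide displaced from hairpin DNA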
GalR3 antagonist: blocks the human galanin receptor 3 | O60755 | HEK293 GalR3-CNG cAMP membrane potential fluorescence; galR3 body fused to GalR1 C-terminus | inhibition, % at 3 µM | 360,000 tested, 0.44% active | AID 651719;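 active = inhibition above the screen-wide average plus 3 SD, cut at about 13% in these data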;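 also: forskolin and galanin both at EC90 stimulate the cells; cAMP rise reported by CNG channel membrane potential dye signal; 0% = forskolin plus galanin with DMSO and 100% = forskolin alone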
Target sequence (O60755 1-299 limits assumed): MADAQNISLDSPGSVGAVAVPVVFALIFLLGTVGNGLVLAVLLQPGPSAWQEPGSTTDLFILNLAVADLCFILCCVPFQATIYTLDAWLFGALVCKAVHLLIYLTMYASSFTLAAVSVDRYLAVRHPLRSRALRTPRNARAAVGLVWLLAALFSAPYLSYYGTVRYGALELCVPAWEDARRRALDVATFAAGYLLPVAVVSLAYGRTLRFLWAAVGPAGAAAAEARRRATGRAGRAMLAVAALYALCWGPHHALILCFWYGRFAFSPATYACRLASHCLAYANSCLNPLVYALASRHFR
MEKK2 WT-MEK5: raises or lowers MEK5 binding to wildtype human MEKK2 PB1 domain. Q9Y2U5. bead flow cytometry, Alexa488-MEK5 binding to MEKK2 WT; actives lie on both sides. binding response (% of control), % at 10 µM. 290,000 tested, 1.1% active; in the data active = binding response below about 67% or above about 130%; inconclusive = no clear call, values can overlap the other calls; inactive = in between
MEKK2mut PB1 HTS: signal of MEK5 binding to mutant human MEKK2 PB1 domain; bead flow cytometry, Alexa488-MEK5 binding to MEKK2 mutant; percent response, % at 10 µM; 290,000 tested, 0.35% active; in the data active = percent response above about 24%, passing the limit was not always enough; also: inactives centre near 1; some results filed as inactive read as strong as hits
* = called active by the depositor; ? = inconclusive; / = no result given; [ ] = another dose, or the depositor's remark.

SMILES	CRFBP-R2 agonist	SUMO HTRF inh	CRFBP-R2 block	NS3 helicase inh	MEKK3 PB1 HTS	FID counter	GalR3 antagonist	MEKK2 WT-MEK5	MEKK2mut PB1 HTS
O=C(COc1cccc(NC(=O)c2cccc([N+](=O)[O-])c2)c1)c1ccc(F)cc1	-1.1	-0.3	-6.5	-4.6	104.0	2.1	-1.2	99.0	1.0
CCOc1ccc2[nH]cc(C(=O)NCCCN3CCOCC3)c(=O)c2c1	-1.4	9.0	-3.1	-4.7	92.0	4.3	-2.9	91.0	-10.0
CNC(=O)NC(=S)NC(=O)c1ccc(OC)cc1	0.2	9.9	0.3	-0.3	99.0	0.7	-4.6	94.0	-3.0
COc1cc(OC)c(NC(=O)CN(C)S(=O)(=O)c2ccc3[nH]c(=O)oc3c2)cc1Cl	-0.8	7.6	6.8	-4.1	101.0	-12.4	-7.3	103.0	2.0
COC(=O)c1ccc(NC(=O)c2ccccc2N(C)S(=O)(=O)c2ccccc2)cc1	-1.6	-6.0	-28.8	3.0	/	-9.4	-0.9	/	/
COc1ccc(-c2csc(/C(C#N)=C/Nc3cc4oc5ccccc5c4cc3OC)n2)cc1	20.4	22.1	-3.3	10.1	102.0	-0.5	-1.9	100.0	1.0
Cc1cccc(NC(=O)COc2ccccc2)c1	2.3	16.5	-2.8	0.6	88.0	-2.7	-7.5	94.0	-8.0
CC(=O)N1C(=O)N(C)C2C1N(C)C(=O)N2C(C)=O (stereo unspecified)	/	0.6	/	10.5	95.0	3.7	/	95.0	1.0
COc1ccc(-n2c(COc3cccc(C)c3)nnc2SCC(=O)O)cc1	-0.4	12.0	-12.6	-2.0	97.0	-37.5	-11.5	98.0	2.0
CC(C)CCC(CC(C)O)c1n[nH]c(=S)n1-c1ccccc1 (stereo unspecified)	0.3	0.7	19.1	2.9	103.0	-29.3	-3.0	101.0	-1.0

(list continues)
SMILES	CRFBP-R2 agonist	SUMO HTRF inh	CRFBP-R2 block	NS3 helicase inh	MEKK3 PB1 HTS	FID counter	GalR3 antagonist	MEKK2 WT-MEK5	MEKK2mut PB1 HTS
CCN(CC)/C(=N/O)NC(=O)NS(=O)(=O)c1ccc(C)cc1	-1.7	0.9	-12.2	-0.2	107.0	2.6	-3.2	103.0	4.0
O=C(N/N=C/c1ccccc1O)c1cc[n+]([O-])cc1	2.3	3.6	-8.0	-9.2	99.0	-4.2	-8.1	96.0	0.0
CCOC(=O)C1=NNC2C(=O)N(Cc3ccccc3)C(=O)C12 (stereo unspecified)	-1.2	-12.4	17.2	19.0	85.0	-6.1	-1.9	92.0	-25.0
CN(C)c1ccc(N=Nc2ccccc2Br)cc1	-2.7	-10.8	3.8	5.3	100.0	0.8	-5.5	102.0	2.0
CC1(C)CC(=O)C(/C=N/c2ncccc2C(=O)O)=C(O)C1	0.1	22.5	0.8	-2.9	72.0	2.2	-3.7	79.0	-15.0
CCN(CC)C(=O)C1CCCN(Cc2cccc(F)c2)C1 (stereo unspecified)	1.0	29.4	-6.0	-6.2	101.0	3.4	-3.5	99.0	-2.0
CCOc1ccccc1/C=C/c1onc(C)c1S(=O)(=O)N1CCC(C(=O)NC)CC1	-3.0	-2.6	17.9	-22.8	99.0	-45.9	1.6	99.0	-1.0
Clc1ccccc1CSc1snnc1-c1ccccc1	4.2	1.2	27.0	-2.5	101.0	1.4	-4.2	95.0	-5.0
O=C(O)C(Cc1ccccc1)NC(=O)C(c1ccccc1)c1ccccc1 (stereo unspecified)	3.2	-1.2	-10.1	12.8	105.0	-29.1	-9.6	103.0	3.0
Cc1cccc2cc3c(N)c(C(=O)N4CCc5ccccc54)sc3nc12	-0.2	28.0	-9.7	19.2	122.0	-5.7	-4.0	30.0*	23.0

Later entries.
SMILES	CRFBP-R2 agonist	SUMO HTRF inh	CRFBP-R2 block	NS3 helicase inh	MEKK3 PB1 HTS	FID counter	GalR3 antagonist	MEKK2 WT-MEK5	MEKK2mut PB1 HTS
COc1ccc2nc(N3CCOCC3)cc(C)c2c1	-1.2	5.7	-4.8	-7.5	97.0	1.6	-0.6	99.0	-1.0
CC1CCN(C(=O)COC(=O)c2n[nH]c3ccccc23)CC1	6.3	-2.2	0.9	-8.5	104.0	-10.2	-0.2	107.0	10.0
O=C(c1ccc2c(c1)N(Cc1ccccc1F)C(=O)c1ccccc1S2(=O)=O)N1CCCC1	-1.0	5.6	4.8	-4.5	98.0	-50.7	4.2	99.0	2.0
CN1CCN(NC(=O)c2cccc(S(=O)(=O)N3CCCCCC3)c2)CC1	-2.2	3.2	5.8	-13.9	105.0	7.8	-7.7	104.0	12.0
N#CCSc1nnc(-c2sc3ccccc3c2Cl)o1	0.2	9.4	-10.1	1.9	91.0	-1.6	-5.5	95.0	-3.0
COc1ccccc1N(CC(=O)NCCc1ccccc1)C(=O)CCC(=O)Nc1nccs1	-0.3	2.2	-10.3	8.6	96.0	-39.9	-8.6	97.0	-5.0
COC(=O)/C=c1/s/c(=C(/C#N)C(=O)N2CCOCC2)n(-c2ccccc2)c1=O	-1.2	0.4	7.3	4.6	104.0	-6.6	-4.6	111.0	4.0
CC(=O)OCC1=C(C(=O)O)N2C(=O)C(NC(=O)CCn3nc(C)c(Cl)c3C)C2SC1 (stereo unspecified)	-0.3	14.0	10.3	17.7	98.0	-19.1	-2.8	96.0	-3.0
CCN(CC(=O)Nc1c(F)cccc1F)C(=O)COc1ccc2c(C)cc(=O)oc2c1	-0.2	6.7	1.7	-0.2	41.0*[inhibitor]	-5.7	2.5	44.0*[inhibitor]	-14.0
Cc1cc(=O)oc2cc(OCC(=O)N3CCN(C(=O)C4COc5ccccc5O4)CC3)c(Cl)cc12 (stereo unspecified)	1.1	12.5	-9.7	8.4	104.0	-54.3	-4.2	110.0	5.0

Going on with the list.
SMILES	CRFBP-R2 agonist	SUMO HTRF inh	CRFBP-R2 block	NS3 helicase inh	MEKK3 PB1 HTS	FID counter	GalR3 antagonist	MEKK2 WT-MEK5	MEKK2mut PB1 HTS
COc1ccc(-n2c(Cc3cccn3C)nnc2SCC(N)=O)cc1	-0.3	-0.9	13.9	5.4	100.0	-20.2	0.8	101.0	5.0
CC(Sc1nnc(NC2CCCCC2)s1)C(=O)Nc1ccc2c(c1)C(=O)c1ccccc1C2=O (stereo unspecified)	2.7	2.6	-30.6	-2.0	98.0	2.4	-3.6	101.0	-1.0
CCOC(=O)Cn1c(=O)c2c(nc(Br)n2Cc2ccc(Cl)cc2)n(C)c1=O	-2.9	-8.7	3.8	/	90.0	/	/	90.0	-7.0
Cc1cc(C)c(OCC(=O)Nc2nnn(C)n2)c(Br)c1	1.1	-1.6	9.4	2.6	103.0	-5.2	-1.4	112.0	6.0
Cc1ccc(SCC(=O)N2N=CCC2c2ccccc2)cc1 (stereo unspecified)	-1.0	-2.4	12.4	-1.3	112.0	-20.6	-7.0	111.0	13.0
COc1ccc(COCC(O)CN2CCC(C(N)=O)CC2)cc1OC (stereo unspecified)	0.0	0.2	-3.0	1.2	105.0	-0.9	-1.5	105.0	-4.0
O=C(CSc1ccc(Cl)cc1)Nc1ccc(NC(=O)c2ccco2)cc1	-0.2	-4.3	26.4	-2.7	97.0	2.0	-12.0	98.0	1.0
CC1(C)Cc2nc3sc4c(SCC(=O)O)ncnc4c3cc2CO1	1.0	14.9	-5.8	-1.0	102.0	-21.4	-2.5	100.0	1.0
COC(=O)c1ccc(NS(=O)(=O)c2ccc(SC)cc2)cc1	0.5	0.1	14.1	-3.2	97.0	0.2	-6.1	97.0	-1.0
O=C(N1CCCCCC1)N1CCN(S(=O)(=O)N2CCCCC2)CC1	1.3	-7.1	-2.1	-1.2	103.0	-18.6	5.1	102.0	-5.0

Next results:
SMILES	CRFBP-R2 agonist	SUMO HTRF inh	CRFBP-R2 block	NS3 helicase inh	MEKK3 PB1 HTS	FID counter	GalR3 antagonist	MEKK2 WT-MEK5	MEKK2mut PB1 HTS
O=C(CSc1nnc(Nc2ccccc2)s1)Nc1cccc(S(=O)(=O)N2CCCCC2)c1	-1.4	-22.1	-15.1	-28.1	94.0	0.9	-4.3	111.0	-4.0
NC(=O)c1c(NC(=O)C2CCCO2)sc2c1CCC2 (stereo unspecified)	3.2	16.5	3.7	5.6	88.0	-5.3	-5.1	91.0	-8.0
COc1ccc(NC(=O)COC(=O)C2C3CC4OC(=O)C2C4C3)cc1 (stereo unspecified)	1.8	4.5	7.6	32.3	102.0	-4.1	-8.4	104.0	-2.0
CCc1ccc(NC(=O)C(C)OC(=O)/C=C/c2cccc([N+](=O)[O-])c2)cc1 (stereo unspecified)	2.4	5.8	8.1	7.0	95.0	-0.7	6.7	98.0	0.0
C=CCSc1nnc(CNC(=O)c2ccccc2C)n1C(C)C	2.6	-4.6	17.8	-4.1	140.0*	-9.6	-1.6	121.0	4.0
O=C(COc1ccccc1)NCCn1ccc2ccccc21	0.5	-6.5	0.4	16.0	83.0	-12.5	-6.6	102.0	1.0
O=C(c1cc(COc2ccc(F)cc2Cl)on1)N1CCSCC1	1.9	8.8	0.7	-0.8	106.0	-23.6	-2.6	110.0	8.0
Cc1cc2nc(-c3ccncc3)cc(C(F)(F)F)n2n1	-2.9	15.1	-15.6	11.2	90.0	-2.0	3.5	84.0	-9.0
Cc1cc(NC(=O)CSc2nnc(-c3cccnc3)n2N)no1	1.6	8.3	2.8	2.4	102.0	-3.0	-2.3	103.0	6.0
CCOC(=O)C1CCCN(S(=O)(=O)c2ccc(C)cc2)C1 (stereo unspecified)	-4.2	2.2	-9.2	-4.1	?	-7.6	-7.8	?	-23.0

Entries of single compounds from above.
Listed for `O=C(c1cc(COc2ccc(F)cc2Cl)on1)N1CCSCC1` : CRFBP-R2 agonist: 1.9; SUMO HTRF inh: 8.8; CRFBP-R2 block: 0.7; NS3 helicase inh: -0.8; MEKK3 PB1 HTS: 106.0; FID counter: -23.6; GalR3 antagonist: -2.6; MEKK2 WT-MEK5: 110.0; MEKK2mut PB1 HTS: 8.0
Listed for `Cc1cc(NC(=O)CSc2nnc(-c3cccnc3)n2N)no1` : CRFBP-R2 agonist: 1.6; SUMO HTRF inh: 8.3; CRFBP-R2 block: 2.8; NS3 helicase inh: 2.4; MEKK3 PB1 HTS: 102.0; FID counter: -3.0; GalR3 antagonist: -2.3; MEKK2 WT-MEK5: 103.0; MEKK2mut PB1 HTS: 6.0

Some of the compounds tested, so the mix of outcomes need not match the whole.
